Screening results (PubChem)
NPC1 promoter act – activates the NPC1 promoter; Potency, µM (doses to about 9.22 µM), for inactives: top-dose activation, actives largely listed as activators; 2.4% of 320,000 active; Huh7 NPC1 promoter luciferase reporter, 24 h;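 also: potency is read from the fitted curve at half-maximal effect; % of control where 0% means no effect; nearly all actives have a fitted effect of over 60% in size; reporter is driven by a mutant NPC1 promoter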
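Quantitative HTS used a cell-based reporter: Huh7 cells stably bearing the NPC1 promoter upstream of luciferase were treated with compounds for 24 h, and promoter activation was read as luminescence.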
ELG1 repair inh – ELG1-dependent DNA repair inhibition; HEK293T ELG1-luciferase reporter, luminescence, 16 h; DNA damage induced by 5-fluorouridine; Potency, µM (top dose mostly 46.1 µM), for the others: top-dose activity change, negative = inhibition, most hits filed as inhibitors; 2.3% of 330,000 active; AID 504467; also: potency is read from the fitted curve at half-maximal effect; % is scaled to controls: 0 for no effect and ±100 for the full control effect; nearly all actives have a fitted effect of over 55% in size
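DMSO vehicle served as the neutral condition. Each well held 2,000 cells given 5-fluorouridine plus compound; after 16 hr at 37 °C/5% CO2, ONE-Glo was added and luciferase measured 30 min later.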
Rab9 prom act – Rab9 promoter activation. Potency, µM (series often up to 9.22 µM), for the others: at the top dose activation, negative = inhibition, actives largely listed as activators. 2.8% of 320,000 active. Huh7 Rab9 promoter-luciferase reporter, luminescence, 24 h; also: potency is read from the fitted curve at half-maximal effect; % of control where 0% means no effect; nearly all actives have a fitted effect of over 60% in size
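Luminescence from Amplite-detected luciferase (10 minutes, ambient) reports Rab9 promoter activation. Before that, stable Rab9-luciferase Huh7 cells (1500/well, reduced-serum OP-MEM I plus 10% FBS) were exposed to compound for 24 hours at 37C.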
BRCA1 expr act – increases BRCA1 expression; AID 624202; MCF7-BRCA1-FFLuc reporter, luminescence, 48 h; response scale: scaled: vehicle 0%, 10 µM genistein 100%; Potency, µM (top dose mostly 46.1 µM), without a hit: at the highest dose activation, usual class: activators; 1.1% of 380,000 active; also: potency is read from the fitted curve at half-maximal effect; nearly all actives have a fitted effect of over 80% in size; some results filed as inactive show a strong effect at the top dose
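Using MCF7 cells harboring a BRCA1 firefly luciferase reporter, plated 2 h before compound pinning, the screen measured luminescence after 48 h incubation. Responses were normalized to DMSO and 10 microM genistein, then fitted for concentration-effect.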
p53 reactivator – re-activators of mutant p53. H1299 p53-A138V BP100-luciferase reporter, luminescence, 24 h. Potency, µM (titrated, usually from 92.2 µM), for the others: at the highest dose activity change, positive = activation, usual class: activators. 0.063% of 320,000 active; also: potency is read from the fitted curve at half-maximal effect; % of control where 0% means no effect; nearly all actives have a fitted effect of over 45% in size
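H1299 (p53-null), stable ts p53-A138V + BP100-Luc; 1000 cells/well, Opti-MEM/10% FBS; cpd 4 pt, 1:5; 24 h, 37 deg C, 5% CO2; detection reagent 10 min RT; luminescence.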
VP16 counter – counter-screen for ROR gamma inhibitors: Gal4-VP16 reporter. Drosophila S2 Gal4-VP16 UAS-luciferase, luminescence, 20 h. Potency, µM (titrated, usually from 53.6 µM), for inactives: at the highest dose activity, negative = inhibition, actives largely listed as inhibitors. 3.5% of 310,000 active. AID 2546;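 also: Gal4-VP16 expression switched on by copper sulfate through the metallothionein promoter; potency is read from the fitted curve at half-maximal effect; % is scaled to controls: 0 for no effect and ±100 for the full control effect; nearly all actives have a fitted effect of over 50% in size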
ELG1 genotoxic – induces genotoxicity in HEK293T cells with luciferase-tagged ELG1. HEK293T ELG1-luciferase reporter, luminescence, 16 h. Potency, µM (titrated, usually from 46 µM), inactives show at the top dose activity change, positive = activation, hits mostly activators. 1.3% of 330,000 active; also: potency is read from the fitted curve at half-maximal effect; % of control where 0% means no effect; nearly all actives have a fitted effect of over 60% in size
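Cells (2,000/well) expressing the ELG1-luciferase fusion are dosed by pin tool and kept 16 hr at 37 °C, 5% CO2. Signal comes from ONE-Glo luciferase reagent after 30 min at room temperature.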
RORgamma inh – inhibitors of mouse ROR gamma transcriptional activity; P51450; Drosophila S2 Gal4-RORgamma UAS-luciferase reporter, 20 h; Potency, µM (top dose mostly 53.6 µM), inactives show at the top dose activity change, negative = inhibition, hits mostly inhibitors; 5.4% of 310,000 active; also: potency is read from the fitted curve at half-maximal effect; % is scaled to controls: 0 for no effect and ±100 for the full control effect; nearly all actives have a fitted effect of over 60% in size
Target sequence (P51450 whole entry, looked up, the tested form may be a part): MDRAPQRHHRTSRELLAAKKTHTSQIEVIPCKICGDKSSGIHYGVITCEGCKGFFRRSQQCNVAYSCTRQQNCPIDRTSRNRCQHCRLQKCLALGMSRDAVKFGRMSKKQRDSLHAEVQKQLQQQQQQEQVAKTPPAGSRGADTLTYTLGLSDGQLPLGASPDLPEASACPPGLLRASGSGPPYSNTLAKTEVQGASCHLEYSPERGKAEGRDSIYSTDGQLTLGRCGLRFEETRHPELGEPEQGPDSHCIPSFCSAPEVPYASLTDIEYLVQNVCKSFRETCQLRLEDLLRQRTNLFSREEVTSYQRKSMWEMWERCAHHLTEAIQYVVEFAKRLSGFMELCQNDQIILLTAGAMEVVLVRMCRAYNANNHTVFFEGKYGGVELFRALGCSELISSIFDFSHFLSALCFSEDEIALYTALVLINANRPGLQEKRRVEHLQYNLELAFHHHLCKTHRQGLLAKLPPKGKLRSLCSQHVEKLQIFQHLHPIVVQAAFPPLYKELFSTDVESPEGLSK
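Compounds are pin-transferred onto Drosophila Schneider cells expressing a copper-inducible Gal4–ROR gamma transactivation domain fusion. After 1 hr, copper sulfate is added to 700 uM final; luciferase is read 20 hr later.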
Tb PFK inh – inhibitors of T. brucei phosphofructokinase. O15648. T. brucei PFK, ADP-Glo luminescence. Potency, µM (top dose mostly 57.5 µM), inactives show at the highest dose activity, negative = inhibition, hits mostly inhibitors. 0.17% of 330,000 active. AID 485367;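 also: potency is read from the fitted curve at half-maximal effect; 0% = uninhibited 1x PFK enzyme wells and -100% = no-enzyme wells; nearly all actives have a fitted effect of over 60% in size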
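PFK 1.25 nM, F6P 0.5 mM, ATP 0.1 mM, 0.1 M TEA pH 8.0, 5 mM MgCl2, 0.01% Tween20, 0.1% BSA; 45 min RT. ADP-Glo readout. qHTS titration up to 57 uM; curves fitted, compounds curve-classed.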
TRPV1 agonist – activates the human vanilloid receptor TRPV1; Q8NER1; TRPV1-expressing cells, Fluo-8 calcium influx, agonist mode; activation, % at 8.33 µM; 0.19% of 320,000 active; in the data active = activation above about 80%; inconclusive = between about 30% and that limit; also: 0% is about no effect
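Fluo-8 calcium influx in TRPV1-expressing cells, kinetic read (ex 480/em 520 nm). Compound added and read 3 min for agonist activity, followed by capsaicin at EC20 final and 2 min further read for enhancement.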
FLuc modulator – inhibits or activates purified firefly luciferase, miR-21 counter-screen; P08659; purified FLuc, Km substrates, luminescence inhibition; Potency, µM (top dose mostly 57.5 µM), for the others: at the top dose activity change, negative = inhibition, most hits filed as inhibitors; 6.9% of 360,000 active; AID 588342;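 also: potency is read from the fitted curve at half-maximal effect; plate controls were vehicle for no effect and reference inhibitor for full effect; nearly all actives have a fitted effect of over 55% in size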
Target sequence (P08659 whole entry, looked up): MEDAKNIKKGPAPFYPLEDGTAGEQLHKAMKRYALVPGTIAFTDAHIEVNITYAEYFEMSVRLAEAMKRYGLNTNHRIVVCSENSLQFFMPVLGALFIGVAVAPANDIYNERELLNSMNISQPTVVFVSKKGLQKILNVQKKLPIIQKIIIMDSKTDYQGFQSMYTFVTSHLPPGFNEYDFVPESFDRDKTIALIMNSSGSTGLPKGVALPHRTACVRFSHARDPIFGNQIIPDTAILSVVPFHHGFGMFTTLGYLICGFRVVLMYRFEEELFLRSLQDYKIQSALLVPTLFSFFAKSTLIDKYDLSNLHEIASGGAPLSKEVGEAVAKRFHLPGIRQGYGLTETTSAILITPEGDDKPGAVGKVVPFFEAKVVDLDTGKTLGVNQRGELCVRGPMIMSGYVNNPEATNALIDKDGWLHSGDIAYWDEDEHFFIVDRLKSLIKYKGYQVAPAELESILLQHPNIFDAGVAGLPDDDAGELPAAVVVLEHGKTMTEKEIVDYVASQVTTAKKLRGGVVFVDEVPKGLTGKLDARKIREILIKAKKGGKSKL
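Purified P. pyralis luciferase (10nM final) with 10uM D-luciferin and 10uM ATP (Km levels) in 50mM Tris acetate pH 7.5, 10mM Mg acetate, 0.01% Tween-20, 0.05% BSA; qHTS 6-point titration, ~60 µM downward; luminescence read.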
* hit, by the source's call; [ ] = remark or other dose. Unless noted, calls follow the shape of the dose curve; as a rule, active = well fitted curve in the direction sought with a large enough effect; inconclusive = small, poorly fitted or top-dose-only effect, or another doubt; inactive = no such curve, though single readings can be large; an effect the other way counts as inactive or inconclusive.

`CCS(=O)(=O)N1CCC(C(=O)NCc2ccccc2OC)CC1` gave NPC1 promoter act -5%, ELG1 repair inh -7%, Rab9 prom act 2%, BRCA1 expr act 1%, p53 reactivator -2%, VP16 counter -8%, ELG1 genotoxic -1%, RORgamma inh 0%, Tb PFK inh -4%, TRPV1 agonist -1 and FLuc modulator 4%.
Cc1ccc(C(c2nnnn2C(C)(C)C)N2CCc3ccccc3C2)cc1 (centres undefined) was read as NPC1 promoter act -2%, ELG1 repair inh 1%, Rab9 prom act 6%, p53 reactivator 3%, VP16 counter -2%, ELG1 genotoxic 2%, RORgamma inh 3%, Tb PFK inh -1%, TRPV1 agonist 3 and FLuc modulator 3%[2.3 µM].
For C#CC(=O)N(c1ccc(OC)cc1OC)C(C(=O)NC1CCCC1)c1cccs1 (centres undefined) the results were NPC1 promoter act -39%[inhibitor], ELG1 repair inh 1%, Rab9 prom act -48%[inhibitor], BRCA1 expr act -39%, p53 reactivator -11%, VP16 counter 7.9µM*, ELG1 genotoxic 5%, RORgamma inh 6.3µM*, Tb PFK inh 1%, TRPV1 agonist 2 and FLuc modulator -1%.
Screening COc1ccc(C2NC(C(=O)O)CS2)cc1COCC(F)(F)F (centres undefined) returned NPC1 promoter act -1%, ELG1 repair inh 7%, Rab9 prom act 6%, BRCA1 expr act 1%, p53 reactivator -2%, VP16 counter -22%, ELG1 genotoxic -2%, RORgamma inh inconclusive, Tb PFK inh 4%[0.46 µM], TRPV1 agonist -3 and FLuc modulator 1%.
Screening O=C(c1ccc(-n2c(SCc3cccc(F)c3)nc3ccccc3c2=O)cc1)N1CCOCC1 returned NPC1 promoter act 1%, ELG1 repair inh inconclusive, Rab9 prom act 0%, BRCA1 expr act -38%, p53 reactivator -5%, VP16 counter -3%, ELG1 genotoxic -5%, RORgamma inh inconclusive, Tb PFK inh -2%, TRPV1 agonist 87* and FLuc modulator 4%.
Screening CCOc1cc(CNCCSc2nnnn2C)cc(Br)c1OCc1ccccc1F returned NPC1 promoter act 0%, ELG1 repair inh -17%, Rab9 prom act -2%, BRCA1 expr act -51%, p53 reactivator -7%, VP16 counter -15%, ELG1 genotoxic -8%, RORgamma inh 13%, Tb PFK inh 0%, TRPV1 agonist 22 and FLuc modulator 3%.
Screening Cc1cc(C)cc(C(=O)N2CCN(c3ccccn3)CC2)c1 returned NPC1 promoter act -4%, ELG1 repair inh 16%, Rab9 prom act -12%, BRCA1 expr act 12%, p53 reactivator -2%, VP16 counter -4%, ELG1 genotoxic 0%, RORgamma inh 32%, Tb PFK inh -2%, TRPV1 agonist 7 and FLuc modulator -2%.
For Cc1ccc(NC(=O)CSc2nc(-c3cccs3)nc3cc(=O)[nH]n23)cc1C the results were NPC1 promoter act 1%, Rab9 prom act 1%, Tb PFK inh -5%, TRPV1 agonist 1 and FLuc modulator inconclusive.
`CCC(=O)N(Cc1ccco1)c1nc(-c2ccccc2)cs1` gave NPC1 promoter act -1%, ELG1 repair inh 0%, Rab9 prom act 22%, BRCA1 expr act 0%[1.84 µM], p53 reactivator 8%, VP16 counter 8%, ELG1 genotoxic 2%, RORgamma inh -1%, Tb PFK inh 4%, TRPV1 agonist 2 and FLuc modulator 1%.
`CCCNC(=O)c1ccccc1NC(=O)C1=CSCCO1` gave NPC1 promoter act -2%, ELG1 repair inh 2%, Rab9 prom act -4%, BRCA1 expr act -8%, p53 reactivator 0%, VP16 counter -4%, ELG1 genotoxic 0%, RORgamma inh -2%, Tb PFK inh 1%, TRPV1 agonist 11 and FLuc modulator 0%.
For Cc1ccc(C2=NS(=O)(=O)N(C)C(C(=O)N3CCCCC3)=C2)cc1 the results were NPC1 promoter act 1%, ELG1 repair inh -3%, Rab9 prom act 1%, BRCA1 expr act -2%, p53 reactivator 8%, VP16 counter -7%, ELG1 genotoxic -7%, RORgamma inh 12%, Tb PFK inh -2%, TRPV1 agonist 15 and FLuc modulator -9%.
Screening Cc1ccc(C(=O)CSc2nc3ccccc3c(=O)n2-c2ccccc2)s1 returned NPC1 promoter act 0%, ELG1 repair inh 18%, Rab9 prom act -2%, BRCA1 expr act 6%, p53 reactivator 0%, VP16 counter 2%, ELG1 genotoxic 5%, RORgamma inh -8%, Tb PFK inh -1%, TRPV1 agonist -1 and FLuc modulator 2%.
`CC(=O)c1cc(C(=O)N2CCCC(C(=O)c3ccc(Cl)cc3)C2)cs1` (centres undefined) gave NPC1 promoter act -1%, ELG1 repair inh -1%, Rab9 prom act -1%, BRCA1 expr act -11%, p53 reactivator 2%, VP16 counter 1%, ELG1 genotoxic -1%, RORgamma inh 38%, Tb PFK inh 2%, TRPV1 agonist 21 and FLuc modulator -1%.
For Cc1ccccc1Nc1nc(N)nc(COC(=O)[C@@H](NC(=O)c2ccccc2Cl)C(C)C)n1 the results were NPC1 promoter act -7%, ELG1 repair inh -9%, Rab9 prom act 0%, BRCA1 expr act -16%, p53 reactivator 2%, ELG1 genotoxic -3%, Tb PFK inh -1%, TRPV1 agonist 4 and FLuc modulator 1%.
For Cn1c(=O)n(CC(=O)N2CCOCC2)c2ccccc21 the results were NPC1 promoter act 0%, ELG1 repair inh 2%, Rab9 prom act 0%, BRCA1 expr act -13%, p53 reactivator 1%, VP16 counter -6%, ELG1 genotoxic 0%, RORgamma inh -6%, Tb PFK inh 2%, TRPV1 agonist -6 and FLuc modulator 0%.
`CN(Cc1nc(-c2ccccc2)no1)C1CCOCC1` gave NPC1 promoter act 2.5µM*, ELG1 repair inh inconclusive, Rab9 prom act inconclusive, BRCA1 expr act 87%, p53 reactivator 11%, VP16 counter -5%, ELG1 genotoxic inconclusive, RORgamma inh 1%, Tb PFK inh -3%, TRPV1 agonist -2 and FLuc modulator 17µM*.
Screening COc1ccc(NC(=O)/C=C/c2ccc(OC(F)F)cc2)cn1 returned NPC1 promoter act -45%[inhibitor], ELG1 repair inh inconclusive, Rab9 prom act -4%, BRCA1 expr act -32%, p53 reactivator -1%, VP16 counter -7%, ELG1 genotoxic -10%, RORgamma inh -9%, Tb PFK inh -10%, TRPV1 agonist 20 and FLuc modulator 12µM*.
Screening COc1ccccc1CN1CCc2c([nH]c3ccccc23)C1 returned NPC1 promoter act 13%, ELG1 repair inh -3%, Rab9 prom act -5%, BRCA1 expr act -52%, VP16 counter 13%, ELG1 genotoxic -7%, RORgamma inh -41%, Tb PFK inh 3%, TRPV1 agonist 5 and FLuc modulator 1%.
COc1ccc(CCNC(=O)C2CCN(Cc3nc(-c4cccc(Cl)c4)oc3C)CC2)cc1OC was read as NPC1 promoter act -8%, ELG1 repair inh inconclusive, Rab9 prom act -16%, BRCA1 expr act -36%, p53 reactivator -12%, VP16 counter -8%, ELG1 genotoxic -8%, RORgamma inh -2%, Tb PFK inh -9%, TRPV1 agonist -18 and FLuc modulator -1%.
CCCCN1C(=O)C(=O)N(CC(=O)Nc2ccc(OC(F)(F)F)cc2)C1=O was read as ELG1 repair inh 4%, BRCA1 expr act 1%, p53 reactivator -2%, ELG1 genotoxic 8% and Tb PFK inh 0%.
`Cc1ccc(CC(=O)OCC(=O)c2ccc[nH]2)cc1C` gave ELG1 repair inh inconclusive, BRCA1 expr act -14%, p53 reactivator 6%, ELG1 genotoxic 1% and Tb PFK inh 0%.
CCc1nnc(NC(=O)c2ccc(OC)cc2)s1 was read as NPC1 promoter act 0.71µM*, ELG1 repair inh inconclusive, Rab9 prom act 0.32µM*, BRCA1 expr act 7.1µM*, p53 reactivator 21%, VP16 counter -22%[10 µM], ELG1 genotoxic -9%, RORgamma inh 7.9µM*, Tb PFK inh -4%, TRPV1 agonist 15 and FLuc modulator 4.8µM*.
Cc1ccc(C(=O)C2Oc3ccccc3C3CC(c4ccc(C)cc4)=NN23)cc1 (centres undefined) was read as NPC1 promoter act 1%, ELG1 repair inh inconclusive, Rab9 prom act -3%, BRCA1 expr act -4%, p53 reactivator 19%, VP16 counter -2%, ELG1 genotoxic 4%, RORgamma inh inconclusive, Tb PFK inh 3%, TRPV1 agonist 1 and FLuc modulator -17%.
`O=C(c1cc(-c2ccc(Cl)cc2)n[nH]1)N1CCN(C(=O)c2ccco2)CC1` gave NPC1 promoter act 0%, ELG1 repair inh 3%, Rab9 prom act -4%, BRCA1 expr act 0%, p53 reactivator -6%, VP16 counter 2%, ELG1 genotoxic 0%, RORgamma inh 10%, Tb PFK inh -3%, TRPV1 agonist -1 and FLuc modulator inconclusive.
Screening O=C1NC[C@@H](Cc2cccc3ccccc23)N(CCC23CC4CC(CC(C4)C2)C3)C1=O returned NPC1 promoter act -1%, ELG1 repair inh 6%, Rab9 prom act -2%, BRCA1 expr act -2%, p53 reactivator 0%, ELG1 genotoxic 1%, Tb PFK inh -6%, TRPV1 agonist 3 and FLuc modulator 0%.
